697 NFkB inh: inhibitors of the PMA/ionomycin-induced NF-kB reporter in 697 B cells; 697 B-cell NF-kB luciferase reporter, 16 h; inhibition, % at 4 µM; actives 0.33% (n = 330,000); AID 435022; in the data active means inhibition above about 35%
Apaf1 inhib: human Apaf-1 inhibition; AID 489030; actives 0.71% (n = 330,000); O14727; inhibition, % at 20 µM; reconstituted apoptosome caspase-3 activity, DEVD-Rh110 fluorescence; active means inhibition of at least 40% at 20 µM;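 further: plate controls were DMSO wells for no effect and DEVD-CHO caspase inhibitor wells for full effect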
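Material: reconstituted apoptosome with Apaf-1, cytochrome c, caspase-9, procaspase-3, dATP; medium: pH 7.5 Hepes buffer with CHAPS, BSA, DTT; also added: cytochrome c and DEVD-Rh110 substrate; timing: 30 min plus 50 min, RT; signal: Rh110 fluorescence intensity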
Gli-Sufu antag: Gli-Sufu pathway antagonism. Sufu-KO-LIGHT fibroblasts, Gli luciferase reporter luminescence. inhibition, % at 5 µM. actives 0.74% (n = 340,000). AID 588413;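 active means inhibition above about 55%, limit read from the data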;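 further: 0% = DMSO-treated cells and 100% = wells with medium but no cells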
EBI2 antag: antagonists of human EBI2 receptor | P32249 | inhibition, % at 5 µM | actives 0.81% (n = 360,000) | EBI2 beta-arrestin recruitment, luminescence, 7a,25-OHC stimulated; in the data active means inhibition above about 38%;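 further: enzyme fragment complementation signal reports receptor beta-arrestin coupling in cells; 0% = agonist plus DMSO wells and 100% = wells without agonist; some results beyond the cut were filed as inactive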
UBC13 inh: inhibitors of human UBC13 polyubiquitin chain formation; actives 0.47% (n = 330,000); TR-FRET; inhibition, % at 20 µM; P61088; in the data active means inhibition above about 45%, passing the limit was not always enough
Target sequence (P61088 whole entry, looked up): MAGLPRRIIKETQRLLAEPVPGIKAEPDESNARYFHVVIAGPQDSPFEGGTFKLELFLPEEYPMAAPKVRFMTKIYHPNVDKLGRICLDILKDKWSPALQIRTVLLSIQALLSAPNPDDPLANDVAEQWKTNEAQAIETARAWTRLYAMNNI
CCR6 antagonist: CCR6 (human) receptor antagonism; P51684; CHO-K1 CCR6 PathHunter beta-arrestin, luminescence, CCL20-stimulated; inhibition, % at 20 µM; actives 0.49% (n = 340,000);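 active means compounds whose inhibition of the agonist-driven luminescence signal at 20 µM reaches about 50%, limit read from the data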;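 further: cells stimulated with CCL20 at 14 nM final; plate controls were DMSO with CCL20 for no effect and DMSO without agonist for full effect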
Target sequence (P51684 whole entry, looked up): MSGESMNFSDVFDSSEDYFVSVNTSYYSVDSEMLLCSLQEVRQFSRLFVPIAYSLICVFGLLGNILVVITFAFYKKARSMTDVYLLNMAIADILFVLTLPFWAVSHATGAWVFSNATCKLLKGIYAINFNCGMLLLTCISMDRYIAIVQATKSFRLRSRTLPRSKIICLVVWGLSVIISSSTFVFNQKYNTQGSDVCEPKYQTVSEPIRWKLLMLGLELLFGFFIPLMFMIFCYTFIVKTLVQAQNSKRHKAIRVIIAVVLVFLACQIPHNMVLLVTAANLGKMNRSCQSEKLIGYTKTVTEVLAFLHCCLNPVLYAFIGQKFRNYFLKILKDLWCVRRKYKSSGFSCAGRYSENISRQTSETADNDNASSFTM
SENP8 inh: SENP8 protease inhibition. purified SENP8, Z-RLRGG-aminoluciferin cleavage, luminescence. inhibition, % at 10 µM. Q96LD8. actives 1.2% (n = 330,000)
Target sequence (Q96LD8 whole entry, looked up): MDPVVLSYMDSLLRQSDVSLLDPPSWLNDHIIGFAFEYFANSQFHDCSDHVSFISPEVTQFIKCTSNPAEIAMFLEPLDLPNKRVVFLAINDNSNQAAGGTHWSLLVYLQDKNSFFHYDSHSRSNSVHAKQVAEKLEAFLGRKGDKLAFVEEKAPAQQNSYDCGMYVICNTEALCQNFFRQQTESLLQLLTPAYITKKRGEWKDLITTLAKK
Jurkat NFkB inh: lowers PMA/ionomycin-induced NF-kB signal in Jurkat cells. actives 0.53% (n = 330,000). inhibition, % at 4 µM. PMA/ionomycin-induced NF-kB luciferase reporter, luminescence
* marks the source's active call; other numbers are inactive results; nt = no result given. Unless noted, no stated cut-off is given here; in the data, active means inhibition above about 50%; inactive means the rest.

Results follow in this order: 697 NFkB inh	Apaf1 inhib	Gli-Sufu antag	EBI2 antag	UBC13 inh	CCR6 antagonist	SENP8 inh	Jurkat NFkB inh
COc1ccc([C@@H]2C(C#N)=C(N)S[C@@H](c3ccccc3)[C@@H]2[N+](=O)[O-])cc1
  -4	8	4	5	9	31	9	9
O=S(=O)(c1ccc(Cl)cc1)n1ccc(-c2cccc(OCc3c(F)cccc3Cl)c2)n1
  -3	9	1	-5	-3	-13	-4	4
OCC[C@@H]1C[C@@H](O)[C@H](O)[C@]2(OCCCc3ccccc32)O1
  13	-5	-4	-17	3	-2	-7	0
CC1(C)CC(=O)C=C(Nc2ccc(O)c(C(=O)O)c2)C1
  2	-18	-17	-1	0	13	0	-5
Cc1ccc(NC(=S)N(CCN2CCOCC2)Cc2cc3cc4c(cc3[nH]c2=O)OCO4)cc1
  -13	12	27	5	-10	4	-12	-16
COC(=O)C(C)NC(=O)COc1ccc2ccccc2c1 (centres undefined)
  -32	-14	6	0	-2	-1	2	-5
O=c1cc(CSc2ccccn2)c2ccccc2[nH]1
  -6	-1	-7	-16	-7	1	2	2
O=C(CCCN1C(=O)[C@H]2CC=CC[C@H]2C1=O)NCc1nc(-c2ccccc2)no1
  -2	8	-4	0	-5	6	-8	-8
COC(=O)c1c(NC(=O)CSc2nc(-c3ccco3)cc(C(F)(F)F)n2)sc2c1CCCC2
  -28	-13	-14	-14	-16	33	-6	0
CC1=NNC(=O)C1CCC(=O)N/N=C/c1ccc(Cl)cc1Cl (centres undefined)
  4	-5	3	-2	2	7	5	1

Other structures:
Results follow in this order: 697 NFkB inh	Apaf1 inhib	Gli-Sufu antag	EBI2 antag	UBC13 inh	CCR6 antagonist	SENP8 inh	Jurkat NFkB inh
CC(=O)NC(Cc1ccc(F)cc1)C(=O)NC1CCN(C(=O)Nc2cccc(C)c2)CC1 (centres undefined)
  5	-4	26	-7	0	4	3	-4
Cc1nnc(NC(=O)Cc2cccs2)s1
  -33	-7	-1	-2	3	1	4	0
CCCn1nc(C(=O)OCC(=O)c2c(N)n(C)c(=O)n(C)c2=O)c2ccccc2c1=O
  27	-4	nt	-2	0	-4	1	14
CCC1Sc2ccc(S(=O)(=O)CCC(=O)Nc3c(Cl)cc(OC)cc3OC)cc2NC1=O (centres undefined)
  -5	9	-6	5	5	17	-1	7
O=C(Cn1cc(-c2nnnn2-c2ccc(Cl)cc2)c(=O)c2ccccc21)c1ccccc1
  -1	22	0	-2	-14	-5	4	3
CCN(CC)S(=O)(=O)c1cccc(NC(=O)/C=C/c2ccc([N+](=O)[O-])cc2)c1
  -41	-15	-1	12	-1	3	-1	-4
Cc1cc(Oc2cc(N)cc([N+](=O)[O-])c2)ccc1Cl
  -56	11	-5	-3	-1	12	1	31
COc1ccc(NC(=O)Nc2ccc3c(c2)C(=O)N([C@H](C)CO)C[C@H](C)[C@@H](CN(C)C(=O)Nc2ccc(C(F)(F)F)cc2)O3)cc1
  -6	14	-12	-23	-13	12	3	-10
O=C(Nc1ccc(CN2CCOCC2)cc1)c1ccc(-c2cccc([N+](=O)[O-])c2)o1
  -4	10	13	10	4	-9	18	1
Cc1ccc(OCCC(=O)NNC(=O)c2nn(C)c(=O)c3ccccc23)cc1
  14	0	2	-5	-3	10	-8	6

Going on with the list.
Results follow in this order: 697 NFkB inh	Apaf1 inhib	Gli-Sufu antag	EBI2 antag	UBC13 inh	CCR6 antagonist	SENP8 inh	Jurkat NFkB inh
O=S(=O)(c1ccc(S(=O)(=O)N2CCOCC2)cc1)N1CCCC1
  6	-3	2	-1	-5	9	-2	3
CCn1c(SCC(=O)Nc2ccccc2F)nnc1-c1cnccn1
  2	-5	-26	-7	-2	0	-8	-2
CC(=O)N1N=C(c2ccco2)CC1c1ccc(C)cc1 (centres undefined)
  9	3	5	-1	-10	-5	-8	0
O=C(NNC(=O)C12CC3CC(CC(C3)C1)C2)c1ccco1
  6	-2	-5	-8	-1	11	-9	-11
CCCCNc1nc2ccccc2[nH]1
  -16	1	2	-14	4	8	10	-3
COc1ccc(CCNC(=O)CCCCn2c(=O)[nH]c3ccccc3c2=O)cc1OC
  -10	1	0	-9	-8	-8	0	2
COc1ccc(C)cc1NC(=O)c1cc2c(s1)CCC2
  -7	4	-17	0	6	6	3	-14
CCN1CC2=C(OC(N)=C(C#N)C2c2ccccc2)/C(=C\c2ccccc2)C1 (centres undefined)
  -3	11	12	5	-5	23	-2	-4
Cc1ccc(CSCc2ccc(C(=O)O)o2)cc1
  2	2	-1	-1	5	1	-2	5
O=C(Nc1ccc2nc(SCc3ccc(Cl)cc3)sc2c1)c1ccccc1C(=O)N1CCOCC1
  -9	20	0	16	-4	-9	3	9

(list continues)
Results follow in this order: 697 NFkB inh	Apaf1 inhib	Gli-Sufu antag	EBI2 antag	UBC13 inh	CCR6 antagonist	SENP8 inh	Jurkat NFkB inh
Cc1nn2c(NCc3ccccn3)cc(C(C)(C)C)nc2c1-c1ccccc1
  -15	22	-6	23	10	24	-8	-19
Cc1ccccc1-c1nc(CN2CCC(C(=O)NC3CC3)CC2)c(C)o1
  13	0	20	5	5	1	4	-2
O=[N+]([O-])C1=C(Nc2cccc3ccccc23)CS(=O)(=O)C1
  6	-3	4	-9	4	3	-1	11
CC(NC(=O)COC(=O)c1cccs1)c1ccccc1 (centres undefined)
  -16	3	-28	16	2	22	2	-17
Cc1cccc(NS(=O)(=O)c2coc(C(N)=O)c2)c1C
  7	-5	-2	0	2	0	-13	-9
NS(=O)(=O)c1ccc(CNC(=S)NC2CC2)cc1
  2	1	-3	-2	-1	9	2	14
COc1cccc(C2=NOC(C(=O)NCc3cccnc3)C2)c1 (centres undefined)
  -2	-1	0	-8	1	5	-4	16
CCOCCCN1CN(Cc2ccccc2)CNC1=S
  -7	4	44	-6	1	12	-7	-4
COc1cccc(C2OC(=O)c3ccccc3N2C(C)=O)c1OC(C)=O (centres undefined)
  -10	0	1	8	-10	6	-10	-5
Cc1ccc(C(=O)CC(=O)c2cccc(F)c2)c(O)c1
  -10	-3	-4	3	0	32	-6	10

Other records follow.
Results follow in this order: 697 NFkB inh	Apaf1 inhib	Gli-Sufu antag	EBI2 antag	UBC13 inh	CCR6 antagonist	SENP8 inh	Jurkat NFkB inh
COCC(=O)Nc1ccccc1C#N
  1	-4	6	-12	-3	-11	-9	-23
COc1c(Br)cc([N+](=O)[O-])c(OC)c1C(=O)NC(=O)Nc1nc(C)cc(C)n1
  -3	-15	-10	9	4	9	5	-13
CCc1cccc(C)c1NC(=O)CCCN1C(=O)NC(C)(C)C1=O
  15	-2	-5	3	5	-2	0	2
CCCc1nc(N)c(C#N)c(N)c1C#N
  7	0	-5	-2	5	12	2	-12
Cc1cc(C)n(-c2cc(Oc3ccccc3)ncn2)n1
  10	2	-16	-3	1	17	1	-7
Cc1cc(C(=O)NCC2CCCCC2)ccc1[N+](=O)[O-]
  -28	2	-17	10	-2	11	-6	-17
O=C(COc1ccc(Cl)cc1Cl)N/N=C/C1CC=CCC1 (centres undefined)
  0	22	-2	6	-5	1	-4	-12
CCOC(=O)/C(C#N)=C/c1cc2ccccc2nc1Cl
  14	-10	-1	-6	-1	4	-2	-1
O=C(CSCc1ccccc1)Nc1ccc(S(=O)(=O)Nc2ncccn2)cc1
  0	-4	9	-3	1	8	-1	14
CN(C(=O)CSc1nnc(-c2ccc(OC(F)F)cc2)n1N)C1CCS(=O)(=O)C1 (centres undefined)
  0	7	-15	-5	-5	-5	-3	-7

Additional structures:
Results follow in this order: 697 NFkB inh	Apaf1 inhib	Gli-Sufu antag	EBI2 antag	UBC13 inh	CCR6 antagonist	SENP8 inh	Jurkat NFkB inh
O=C(O)C(Cc1c[nH]c2ccccc12)N1CCS(=O)(=O)CC1 (centres undefined)
  -15	-4	5	-9	1	1	-5	-2
O=C(C#Cc1ccccc1)c1ccco1
  -62	7	-7	21	-4	70*	1	51*
NC(=O)NC(=O)CC1S/C(=N/N=C/c2ccccc2)NC1=O (centres undefined)
  11	2	21	-1	-12	6	-5	-20
O=C(CSc1nnc(NC(=O)c2c(F)cccc2F)s1)NCc1ccco1
  3	1	-2	2	-3	5	0	2
O=C(NCc1ccco1)c1noc2c1CCCC2
  -1	-22	-11	-3	9	3	-3	3
Cc1ccc(S(=O)(=O)c2c(CO)c(-c3ccccc3)nn2C)cc1
  -18	2	4	-7	-5	2	-2	0
O=C(CN1CCc2ccccc21)Nc1ccc2c(c1)OCCCO2
  -24	-2	-9	4	1	2	-10	-48
Cc1cc(F)ccc1S(=O)(=O)Nc1ncnc2scc(-c3ccc(F)cc3)c12
  -4	17	14	6	-18	-5	-10	6
c1ccc(Cn2nnnc2C(c2cccs2)N2CCCCCC2)cc1 (centres undefined)
  -39	18	2	11	-6	9	-4	-24
CCCS(=O)(=O)c1nc(S(=O)(=O)c2ccc(C)cc2)c(N2CCN(CC)CC2)s1
  -11	-3	20	-5	-10	10	-10	13

Additional records.
Results follow in this order: 697 NFkB inh	Apaf1 inhib	Gli-Sufu antag	EBI2 antag	UBC13 inh	CCR6 antagonist	SENP8 inh	Jurkat NFkB inh
Cn1c2ccccc2c2cnn(CC(=O)O)c(=O)c21
  -1	3	1	-16	8	-9	-11	4
Cc1c(C(=O)Nc2ccccn2)sc2nc3n(c(=O)c12)CCC3
  -136	-1	-60	-8	-6	-5	5	-68
COC(=O)c1ccc(C(=O)OC)c(NC(=S)N2CCN(c3cc(Cl)ccc3C)CC2)c1
  -34	6	2	20	2	1	-3	12
O=C(NCC(=O)N1CCN(C(=O)c2ccco2)CC1)c1ccc(Br)cc1
  -9	0	7	1	0	2	-7	-5
COc1ccc(/C=C/C(=O)Nc2nonc2NC(C)=O)cc1
  -4	9	-3	-6	-17	-1	4	-26
O=C(NCN1C(=O)C2C3C=CC(C3)C2C1=O)Nc1ccccc1O (centres undefined)
  27	12	1	-10	2	8	0	8
ONC(=Nc1cccc(C(F)(F)F)c1)c1cccnc1
  5	-3	8	-3	8	-3	1	-4
Oc1ccc[n+](/C=C\c2ccccc2)c1
  16	-17	-10	8	0	16	6	17
O=S(=O)(NC(=NC1CCCCC1)c1ccccc1)c1ccc(F)cc1
  10	10	2	-12	-2	19	-4	-10
O=C(NS(=O)(=O)c1ccc(Cl)cc1)c1ccccc1
  3	0	-4	0	4	2	-1	6

Other entries:
Results follow in this order: 697 NFkB inh	Apaf1 inhib	Gli-Sufu antag	EBI2 antag	UBC13 inh	CCR6 antagonist	SENP8 inh	Jurkat NFkB inh
Cc1cccc(NS(=O)(=O)c2ccc(C(=O)N3CCN(c4ccccc4O)CC3)cc2)c1C
  -10	10	21	-22	2	-12	-5	14
Cc1cc(C)nc(NC(=O)CSc2nc3ccccc3o2)n1
  -6	-71	-28	-10	1	-5	9	-52
O=C(COc1ccc(S(=O)(=O)NC2CCCCC2)cc1)NC1CCCC1
  -34	2	3	-12	-2	-3	-3	-22
Nc1nc2ncc(CNc3ccc(C(=O)N[C@@H](CCC(=O)O)C(=O)O)cc3)nc2c(=O)[nH]1
  13	-13	2	2	-1	16	-2	7
CC1CCCC(C)N1C(=O)COC(=O)c1ccc(Br)o1 (centres undefined)
  -1	-7	-2	2	17	7	4	1
CN(Cc1ccc(Cl)cc1)C(=O)CCl
  18	9	-6	-6	0	-4	-3	18
CCCNC(=O)COCc1cc(-c2ccc3c(c2)OCO3)on1
  -2	1	19	3	3	5	-6	-11
CC1(c2nnc(-c3ccncc3)o2)CC(c2ccccc2)=NO1 (centres undefined)
  -16	-3	11	-13	-9	14	-17	-4
O=C(CCc1nnc2ccc(NCc3ccccc3Cl)nn12)NC1CCCC1
  -14	8	7	-2	-3	-2	3	-2
CCCNC(=O)NC(=O)CSc1nnc(-c2c[nH]c3ccccc23)o1
  13	6	25	7	8	-7	-6	-2
Cc1cc(F)ccc1S(=O)(=O)N1CCCCC1CCNC(=O)C(=O)NCc1ccccn1 (centres undefined)
  6	10	3	1	3	4	9	-11

High-throughput results deposited in PubChem by Sanford-Burnham Center for Chemical Genomics.

The list is partial; count on the stated rates, not on these rows.
